Assay outcomes (PubChem BioAssay)
EWS-Fli inh = EWS/Fli-driven NR0B1 reporter inhibitors, primary screen, A673 cells, NR0B1 luciferase, luminescence, MLPCN library; inhibition, % at 12.6 µM; AID 651661, 2012; 350,000 tested, 0.67% active; viability-normalised;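 active means mean inhibition of at least 50% after viability correction, with every replicate also passing that limit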;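 further: firefly luciferase signal divided by Alamar Blue viability fluorescence both relative to DMSO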
FN deposit inh = inhibitors of fibronectin matrix deposition, primary screen, AH1F cells, Alexa488-fibronectin fluorescence, plate reader | AH1F fibroblasts, overnight | inhibition, % at 12.6 µM | 350,000 tested, 0.086% active | AID 743247, 2014;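 active means mean inhibition across replicates of 30% or more, regardless of how many single replicates reach that level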;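 further: positive control wells lacked labelled fibronectin entirely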
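test system = AH1F fibroblasts assembling fluorescent fibronectin matrix | quantity = 10000 AH1F cells per well | buffer or medium = DMEM plus 2% serum, read in PBS | doses = single dose, pinned | incubation = 1 h cell attachment, overnight exposure to compound and label | detection = fluorescence at 485 nm excitation, 525 nm emission | read-out basis = inhibition from reduced deposited-fibronectin fluorescence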
Cneo AK release = Cryptococcus neoformans cell lysis inducers, primary screen, AK release luminescence, single concentration. 360,000 tested, 0.2% active. C. neoformans lysis, adenylate kinase release luminescence, 4 h; normalised: neutral wells 0, clomiphene wells 100. lysis activity, % at 15 µM. AID 651654, 2012;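 active means mean lysis activity across replicates of at least 80%, whatever share of replicates individually reach that level; inactive means mean lysis activity below 80%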
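Material: C. neoformans cells | Amount: Yeast cell density of 5 × 10^6 cells/mL | Medium: Fresh YPD growth medium | Dosing: Single dose | Times: Static 4 h at 37 °C with compound, 1 h detection | Detection: AK luminescence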
miR-122 sensor = miR-122 Renilla sensor signal increase in Huh7, primary screen, miR-122 inhibitor project, cell-based, single point, plate reader; Huh7 miR-122 Renilla luciferase sensor, 48 h; neutral wells = 0, positive control = 100; activation (reporter increase), % at 12.5 µM; 340,000 tested, 0.3% active;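 active means mean replicate activation score at least 90 and every replicate individually at or above 90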;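 further: higher luciferase means less miR-122 activity so hits act as miR-122 inhibitors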
PAX8 inh HTS = inhibitors of PAX8-driven TPO luciferase reporter, primary screen, RMG-I cells, single concentration | 360,000 tested, 1.2% active | inhibition, % at 12.6 µM | SteadyGlo, 24 h;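 active means mean replicate inhibition at least 60% with every replicate also reaching 60%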;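 further: luciferase light reporting Pax8 driven TPO promoter activity; plate controls were median of neutral control wells for no effect and mitoxantrone controls for full effect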
CASP6 VEID inh = human caspase-6 inhibitors, primary screen, biochemical, VEID-R110 fluorescence, single point, set 2. inhibition, % at 12.5 µM. P55212. 350,000 tested, 0.53% active. purified caspase-6, Z-VEID-R110 cleavage fluorescence;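 active means mean inhibition across replicates at least about 35%, with every replicate also reaching that limit, limit read from the data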;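 further: 0% = median of neutral control wells and 100% = no fluorescence left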
Target sequence (P55212 24-179 limits assumed): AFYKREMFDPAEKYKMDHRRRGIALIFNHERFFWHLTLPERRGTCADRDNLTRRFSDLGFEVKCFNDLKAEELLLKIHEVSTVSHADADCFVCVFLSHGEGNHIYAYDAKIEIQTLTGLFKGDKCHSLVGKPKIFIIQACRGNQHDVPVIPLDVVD
Target sequence (P55212 194-293 limits assumed): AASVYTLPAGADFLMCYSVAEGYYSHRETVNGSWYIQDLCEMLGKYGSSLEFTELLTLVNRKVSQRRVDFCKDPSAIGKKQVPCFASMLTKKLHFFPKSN
LGR2 antag = inhibitors of bursicon-induced LGR2 CRE-luciferase signal, primary screen, cell-based, HEK293, CRE-luciferase reporter, bursicon stimulation; 380,000 tested, 0.35% active; inhibition, % at 9.99 µM; bursicon-stimulated, 4 h;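 active means drop in luminescence signal, shown as inhibition above about 50% in the replicate tests, limit read from the data, passing the limit was not always enough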;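 further: agonist challenge used bursicon conditioned medium at about half maximal strength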
PGC1a acetyl inh = inhibitors of PGC1a acetylation signal, primary screen, cell-based, U2OS, AlphaScreen, inhibitor mode; AlphaScreen anti-acetyl-lysine; with virally co-expressed GCN5 acetyltransferase; inhibition, % at 15.6 µM; 350,000 tested, 0.17% active; AID 651687, 2012;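 active means every replicate shows inhibition of at least 40%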;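 further: 0% = neutral control wells and 100% = positive control wells; some results beyond the cut were filed as inactive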
The depositor's hits bear a star; · = no result given; [ ] = another dose, or the depositor's remark.

SMILES	EWS-Fli inh	FN deposit inh	Cneo AK release	miR-122 sensor	PAX8 inh HTS	CASP6 VEID inh	LGR2 antag	PGC1a acetyl inh
CCCC#Cc1cnc2c(c1)C(=O)N([C@H](C)CO)C[C@H](C)[C@H](CN(C)Cc1ccncc1)O2	-9	7	3	3[16.7 µM]	-14	-5	8	-4
CC(C)C#Cc1ccc([C@@H]2[C@@H](C#N)N(C(=O)CN(C)C)[C@@H]2CO)cc1	-9	4	1	·	4	-3	-12	-2
CC(C)c1ccc(C2(C)NC(=O)N(CC(=O)NC3(C#N)CCCC3)C2=O)cc1 (configuration not stated)	-1	8	·	·	0	1	6	2
C[C@H]1CN([C@@H](C)CO)C(=O)Cc2cc(NC(=O)Nc3ccc(C(F)(F)F)cc3)ccc2O[C@H]1CN(C)C(=O)Nc1ccc(C(F)(F)F)cc1	16	·	1	-18[16.7 µM]	86*	1	13	-10
C[C@H]1CN([C@@H](C)CO)C(=O)c2cc(Br)cnc2O[C@@H]1CN(C)C(=O)c1cccnc1	-5	3	-1	-3[16.7 µM]	·	4	14	-2
COc1cccc(-n2nnnc2SCC(=O)NCc2ccc3c(c2)OCO3)c1	8	·	-2	-4	·	-1	-7	9
CC(=O)NC(c1ccc(F)c(F)c1)c1nc(-c2cccc(C(F)(F)F)c2)cs1 (configuration not stated)	7	·	-3	3	-5	-1	-7	·
O=C(NNC(=O)c1cccc(Br)c1)Nc1ccc(Cl)cc1	11	0	1	10	12	-1	13	-1
Cc1nn(CCC#N)c2nc(-c3ccccc3)cc(C(F)(F)F)c12	·	2	2	0	-8	·	·	-13
Oc1ccccc1N1CCN(C(c2ccccc2)c2ccccc2)CC1	10	0	-1	0	6	-1	12	-3
Cn1c(=O)c(=O)n(C)c2cc(S(=O)(=O)NCCc3ccccc3)ccc21	·	16	1	62	9	5	-27	-8
O=C(Nc1cc2c(cc1Cl)OCCCO2)c1ccco1	·	·	-2	-5	·	·	7	4
C[C@H](CO)N1C[C@H](C)[C@H](CN(C)C(=O)C2CC2)OCc2ccccc2-c2c(n(C)c3ccccc23)C1=O	14	-2	27	·	9	1	0	2
CCOC1=CC(=O)OC(c2ccccc2)C1 (configuration not stated)	-6	2	-7	0	-23	-2	1	-8
Cc1ccccc1C(=O)Nc1nnc(SCC(=O)NC2CC2)s1	·	·	-21	-2	-108	6	8	-4
COc1ccc(NC(=O)N(C)C[C@@H]2Oc3c(NC(=O)C4CC4)cccc3C(=O)N([C@H](C)CO)C[C@@H]2C)cc1	3	-3	-1	7[16.7 µM]	·	-1	-5	8
COc1ccc(/C(O)=C2/C(=O)C(=O)N(c3ccccn3)C2c2ccc(OC)cc2)cc1 (configuration not stated)	-13	0	-1	-7	-6	3	-1	10
Cn1c(-c2sc3ccccc3c2Cl)n[nH]c1=S	·	-2	35	8	·	·	·	1
CN1C(=O)c2cc(NC(=O)Cc3cccs3)ccc2OC[C@@H]2O[C@H](CC(=O)NCCCN3CCOCC3)CC[C@@H]21	6	5	-2	35[16.7 µM]	-9	-1	9	7
C[C@@H]1CCCCO[C@H](CN(C)S(=O)(=O)c2ccccc2)[C@@H](C)CN([C@@H](C)CO)C(=O)c2cc(NS(=O)(=O)c3cn(C)cn3)ccc2O1	5	-16	-1	5[16.7 µM]	29	4	-3	-5

Another view of part of the listing above.
Cn1c(=O)c(=O)n(C)c2cc(S(=O)(=O)NCCc3ccccc3)ccc21
  EWS-Fli inh = ·	FN deposit inh = 16	Cneo AK release = 1	miR-122 sensor = 62	PAX8 inh HTS = 9	CASP6 VEID inh = 5	LGR2 antag = -27	PGC1a acetyl inh = -8
O=C(Nc1cc2c(cc1Cl)OCCCO2)c1ccco1
  EWS-Fli inh = ·	FN deposit inh = ·	Cneo AK release = -2	miR-122 sensor = -5	PAX8 inh HTS = ·	CASP6 VEID inh = ·	LGR2 antag = 7	PGC1a acetyl inh = 4
C[C@H](CO)N1C[C@H](C)[C@H](CN(C)C(=O)C2CC2)OCc2ccccc2-c2c(n(C)c3ccccc23)C1=O
  EWS-Fli inh = 14	FN deposit inh = -2	Cneo AK release = 27	miR-122 sensor = ·	PAX8 inh HTS = 9	CASP6 VEID inh = 1	LGR2 antag = 0	PGC1a acetyl inh = 2
CCOC1=CC(=O)OC(c2ccccc2)C1 (configuration not stated)
  EWS-Fli inh = -6	FN deposit inh = 2	Cneo AK release = -7	miR-122 sensor = 0	PAX8 inh HTS = -23	CASP6 VEID inh = -2	LGR2 antag = 1	PGC1a acetyl inh = -8

Following part.
SMILES	EWS-Fli inh	FN deposit inh	Cneo AK release	miR-122 sensor	PAX8 inh HTS	CASP6 VEID inh	LGR2 antag	PGC1a acetyl inh
CCOc1ccc(CC(=O)NC2CC(C)(C)N(C)C(C)(C)C2)cc1OCC	-9	2	0	-4	2	0	10	2
CCC1(c2ccccc2)NC(=O)N(CC(=O)Nc2ccc3c(C)cc(=O)oc3c2)C1=O (configuration not stated)	-4	7	-2	-2	-6	0	4	-1
Cn1cccc1/C=C1\SC(=S)N(Nc2ccccc2)C1=O	-51	-4	-1	4	-23	-2	-33	0
CC(NC(=O)/C=C/c1ccco1)c1nc2ccccc2n1Cc1c(Cl)cccc1Cl (configuration not stated)	8	-1	·	·	-7	5	·	·
CN(CC(=O)Nc1ccccc1C(=O)N1CCCC1)S(=O)(=O)c1ccc(Cl)cc1	·	2	-3	1	·	·	·	-47
CC(=O)Nc1ccc(OS(=O)(=O)c2cc(Cl)ccc2C)cc1	-3	-4	·	·	-4	3	6	·
CC(C)(C)C(=O)COC(=O)C1CC(=O)N(c2ccccc2)C1 (configuration not stated)	3	-4	0	-4	-7	2	-2	-1
Cc1ccc(-c2csc(CC(N)=O)n2)cc1	-46	-25	5	3	-29	-1	-11	9
CO[C@H]1CN(C)C(=O)c2ccc(NC(=O)Nc3ccccc3F)cc2OC[C@@H](C)N(C)C[C@H]1C	-2	2	47	3[16.7 µM]	·	-4	-1	-2
COc1cc(NC(=O)c2ccccc2)c(OC)cc1NC(=O)CSc1[nH]c(=O)cc(C)c1C#N	17	1	5	1	37	1	7	·
Cc1ccc(OCCCNC2CCCC2)cc1	5	-1	·	·	9	-3	12	·
Cc1[nH]c2ccc(Br)cc2c(=O)c1CN1CCCCC1	·	-11	7	-2	-23	·	·	·
COc1ccccc1CCNC(=O)CN1C(=O)c2ccccc2S1(=O)=O	1	0	5	-4	·	-1	-10	·
O=c1c2c3c(sc2nc2n1CCCC2)CCC3	·	·	-6	1	·	·	-11	0
CCC(=O)N[C@@H]1CC[C@H](CC(=O)NCc2cc(F)cc(F)c2)O[C@H]1CO	5	0	-1	-11[16.7 µM]	-10	1	-8	5
C[C@@H]1CN([C@@H](C)CO)C(=O)c2c(c3ccccc3n2C)-c2ccccc2CO[C@@H]1CN(C)C(=O)Nc1cccc(F)c1	7	7	-2	·	·	2	15	-25
C[C@@H]1CCCCO[C@@H](CN(C)C(=O)Nc2ccc3c(c2)OCO3)[C@H](C)CN([C@@H](C)CO)C(=O)c2cc(NS(=O)(=O)c3ccccc3)ccc2O1	-1	3	5	-2[16.7 µM]	3	3	-7	-1
CCc1nc2c(OCc3ccc(OC)cc3)cccn2c1N(C)C(=O)c1ccc(OC)cc1	1	-5	-1	3	-6	2	-8	4
Cc1ccc(-n2c3c(cc(C(=O)O)c2=O)C(=O)CC(C)(C)C3)cc1	·	2	-2	1	·	·	·	-3
COc1ccc(F)cc1C(=O)C1CCCN(Cc2cccn2-c2cccnc2)C1 (configuration not stated)	9	-1	·	0	-9	5	0	-16
O=C(c1ccc(S(=O)(=O)N2CCOCC2)cc1)N1CCN(c2ccccc2)CC1	·	4	-1	-14	·	·	·	-3
CCOC(=O)CSc1ccc(-c2nc3ccccc3[nH]2)cn1	·	-4	-11	2	22	·	·	19
C=CCN(C(=O)C1=NN(C2CCS(=O)(=O)C2)C(=O)CC1)c1nc(-c2ccc([N+](=O)[O-])cc2)cs1 (configuration not stated)	-105	·	·	·	-163	-4	-22	6
COc1cccc(-c2ccc(C#N)c(=O)[nH]2)c1	2	-11	·	·	-7	-5	·	·
c1ccc(N=Nc2cn[nH]c2-c2ccco2)cc1	-18	0	3	0	0	0	-7	-7
COc1ccc(C(CNC(=O)CNC(=O)c2cc(OC)c(OC)c(OC)c2)N2CCOCC2)cc1 (configuration not stated)	-4	-8	·	-4	-6	-1	-5	-11
O=S(=O)(Nc1ccn(-c2ccccc2)n1)c1ccc(Br)cc1	-11	·	0	-2	·	0	-15	-3
COc1ccccc1NC(=O)COC(=O)c1[nH]c(=O)[nH]c(=O)c1N	1	-6	1	6	-9	3	-1	-2
CN(Cc1cccc(F)c1)C(=O)c1ccccc1Sc1ccccc1C#N	·	·	-1	18	-6	-62	11	-4
COc1ccc(CN2CCCCCC2)cc1Br	-2	8	2	3	9	-8	4	13
CCCOC(=O)c1cccc(NC(=O)C(C)(C)C)c1	·	10	-1	0	4	·	·	4
CC(=O)Nc1cc[n+](C(C)C(=O)c2ccccc2)cc1 (configuration not stated)	3	-1	-2	1	-16	-2	27	·
CN1CCN(c2ccccc2/C=C2/C(=O)Nc3ccccc32)CC1	0	1	2	12	9	-7	9	5
CCN(C(=O)COC(=O)c1ccc(Cl)c(S(=O)(=O)N2CCCCC2)c1)C1CCS(=O)(=O)C1 (configuration not stated)	2	1	-1	-2	0	2	-13	-4
O=C(COC(=O)c1cccc(Cl)c1Cl)NCCN1C(=O)CSC1=O	15	6	·	·	-3	-1	·	·
COCC(=O)NC[C@H]1[C@@H](c2ccc(C3=CCCC3)cc2)[C@H](CO)N1C(C)=O	-6	-7	-2	18[16.7 µM]	-5	6	9	0
Cc1ccc(C(=O)N2C(=S)C(c3ccc(F)cc3)=NC23CCN(C)CC3)cc1	43	-6	2	-7	-24	0	-13	5
C[C@H](CO)N1C[C@H](C)[C@@H](CN(C)Cc2ccc(-c3ccccc3)cc2)Oc2ccc(NS(=O)(=O)c3ccc(F)cc3)cc2C1=O	2	·	4	6[16.7 µM]	·	-1	12	-8
C[C@@H]1CN([C@@H](C)CO)C(=O)c2cc(NC(=O)C3CCCCC3)ccc2O[C@@H]1CN(C)S(=O)(=O)c1cn(C)cn1	3	10	-4	-5[16.7 µM]	·	1	-1	-1
Nc1nc(NC(=O)/C=C/c2ccc(F)cc2)nn1-c1ccccc1	6	3	·	·	10	3	·	16
Cc1sc(NC(=O)c2ccco2)c(C(c2cccnc2)N2CCN(CCO)CC2)c1C (configuration not stated)	10	-10	0	0	12	3	-3	-12
O=C(NCC1CCCN(C(=O)c2cscn2)C1)c1ccccc1Cl (configuration not stated)	-13	5	·	0	-25	-2	7	-2
CCOC(=O)c1cc2c(=O)n3ccccc3nc2n(Cc2ccc(Cl)cc2)c1=N	0	9	·	·	11	4	20	-2
NC(c1ccncc1)c1ccc(Cl)cc1 (configuration not stated)	-4	·	0	-3	7	-8	5	-9
C[C@@H]1CN([C@H](C)CO)C(=O)c2cc(NS(=O)(=O)c3ccc(Cl)cc3)ccc2O[C@@H](C)CCCCO[C@H]1CN(C)Cc1ccc(C(F)(F)F)cc1	62*	17	12	-16[16.7 µM]	99*	-2	13	7
COc1ccccc1CNC(=O)C[C@H]1CC[C@@H]2[C@H](COC[C@@H](O)CN2Cc2cccc(-c3ccncc3)c2)O1	2	-20	-1	2[16.7 µM]	21	0	15	-10
